Screening data (PubChem)
GPR151 ag = activators of human GPR151. Q8TDV0. PathHunter beta-arrestin GPR151 cells, luminescence. activation, % at 11.2 µM. hit rate 1% among 650,000. AID 1508602; in the data active means activation above about 4.9%;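 further: 0% = median of compound wells and 100% = cells with positive control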
Target sequence (Q8TDV0 whole entry, looked up): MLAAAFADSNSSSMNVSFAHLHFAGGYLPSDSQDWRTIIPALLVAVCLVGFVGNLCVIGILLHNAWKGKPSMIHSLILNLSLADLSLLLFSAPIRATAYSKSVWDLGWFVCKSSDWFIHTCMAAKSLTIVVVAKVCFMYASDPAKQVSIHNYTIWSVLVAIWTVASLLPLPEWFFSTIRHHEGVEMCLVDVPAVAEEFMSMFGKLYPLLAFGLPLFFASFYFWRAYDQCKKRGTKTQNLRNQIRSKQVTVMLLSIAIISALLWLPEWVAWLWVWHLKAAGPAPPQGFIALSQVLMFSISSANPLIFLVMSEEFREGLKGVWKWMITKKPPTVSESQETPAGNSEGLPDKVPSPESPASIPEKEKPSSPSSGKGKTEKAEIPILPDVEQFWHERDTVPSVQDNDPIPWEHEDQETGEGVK
MITF inh = human MITF inhibition, primary screen; O75030; AlphaScreen MITF homodimerization, bead proximity signal; inhibition, % at 2.6 µM; hit rate 0.91% among 650,000; in the data active means inhibition above about 50%;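 further: 0% = vehicle wells with protein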
Target sequence (O75030 whole entry, looked up): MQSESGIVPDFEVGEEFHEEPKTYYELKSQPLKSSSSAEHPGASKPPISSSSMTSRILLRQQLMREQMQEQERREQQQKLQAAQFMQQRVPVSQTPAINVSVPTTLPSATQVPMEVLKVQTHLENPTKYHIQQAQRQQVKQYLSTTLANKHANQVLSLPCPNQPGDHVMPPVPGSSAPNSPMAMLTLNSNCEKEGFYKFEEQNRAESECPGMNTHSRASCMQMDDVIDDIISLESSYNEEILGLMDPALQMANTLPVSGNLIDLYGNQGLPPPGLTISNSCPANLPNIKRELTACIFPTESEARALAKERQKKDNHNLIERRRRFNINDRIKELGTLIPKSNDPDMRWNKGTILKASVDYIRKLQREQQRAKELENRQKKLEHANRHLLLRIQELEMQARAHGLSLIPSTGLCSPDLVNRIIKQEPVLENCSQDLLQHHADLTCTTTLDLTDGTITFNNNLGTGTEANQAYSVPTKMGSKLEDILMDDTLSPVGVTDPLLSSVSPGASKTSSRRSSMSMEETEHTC
FBW7 act = human FBW7 E3 ligase activation, primary screen. Q969H0. AlphaScreen FBW7–phospho-cyclin E peptide binding, activator screen. normalized activity (activation), % at 26.1 µM. hit rate 0.13% among 650,000. AID 1259310; in the data active means normalized activity above about 1.9%;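 further: purified mutant Fbw7 with reduced substrate affinity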
TEAD-YAP block = TEAD-YAP interaction inhibition; HEK-TIYL cells, TEAD-Gal4/YAP UAS-luciferase luminescence; inhibition, % at 9.12 µM; hit rate 1.4% among 640,000; in the data active means inhibition above about 32%;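 further: 0% = median of test compound wells and 100% = reference inhibitor wells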
* = called active by the depositor; & = joins results of further samples.

SMILES	GPR151 ag	MITF inh	FBW7 act	TEAD-YAP block
O=C1CC(Nc2ccc(F)cc2)C(=O)N1c1cccc(Cl)c1 (configuration not stated)	-1.0	23.6	0.1	5.1
O=C1NC(=O)C(N2CCN(c3cccc(C(F)(F)F)c3)CC2)S1 (configuration not stated)	-0.1	-0.9	0.0	4.5
CCCCCn1c(SCc2ccncc2)nc2cc(C(=O)NCCC3=CCCCC3)ccc2c1=O	0.2	19.3	0.2	2.8
CCOC(=O)c1cc2c(s1)-c1ccccc1S(=O)(=O)C2	-0.3	17.7	0.5	-21.8
CCOCCCNC(=O)c1ccc2nc(-c3cccs3)c(-c3cccs3)nc2c1	-0.1	-4.3	0.1	0.0
CCOC(=O)N1CCN(C(=O)C2CCN(S(=O)(=O)c3ccc(C)cc3)CC2)CC1	-0.1	9.8	0.1	-3.7
Cc1ccc(-c2csc(NC(=O)COc3ccc(C)cc3Br)n2)cc1	2.8	16.1	0.3	5.7
O=C(COC(=O)c1ccncc1)c1ccccc1	-0.3	0.4	-0.1	-2.2
COc1ccc(CCNC(=O)c2cccs2)cc1OC	0.3	-6.7	-0.1	-1.0
COC(=O)C1CCN(Cc2c(C(=O)N3C[C@@H](C)O[C@@H](C)C3)nc3ccc(Cl)cn23)CC1	1.7	-11.0	0.1	-3.0
Cc1cccc(CN2CCN(Cc3ccccc3F)C(CCO)C2)n1 (configuration not stated)	2.1	0.4	-0.2	-1.5
CC1CC(C)CN(S(=O)(=O)c2ccc(F)c(C(=O)NC3CCCCCC3)c2)C1 (configuration not stated)	0.6	1.9	-0.3	-6.3
CC(=O)c1ccc(NC(=O)CCCc2ccccc2)cc1	-0.8	9.9	0.1	-44.7
COc1cccc(NC(=O)CC(c2ccc(C)cc2)N2Cc3ccccc3C2=O)c1 (configuration not stated)	-0.2	-1.3	-0.2	-4.6
Cc1ccc(C)c(C(=O)OCC(N)=O)c1	-0.3	4.5	-0.1	6.2
O=C(NNC(=O)c1ccccc1C(=O)O)c1ccc(Cl)cc1	-0.1	0.2	0.1	-16.3
O=C(Nc1ncc(Cc2cccc(Cl)c2Cl)s1)C1CCCCC1	-1.2	10.0	-0.1	3.9
O=C(NC1CCCCC1)c1ccc2c(=O)n(-c3ccc(F)cc3)c(=S)[nH]c2c1	-0.5	11.2	0.1	-5.3
COc1cc(/C=C2\C(=O)NN(c3ccccc3)C2=O)cc(Br)c1OCC(=O)O	0.4	0.6	-0.1	-11.3
Cc1cccn2c(=O)c3cc(C(=O)NCCN(C)C)sc3nc12	-0.8	-3.6	-0.1	-7.3
COc1cccc(CN2CCN(C3CCC(C)CC3)CC2)c1OC (configuration not stated)	-0.9	70.1*	-0.3	-12.3
Cc1ccc(S(=O)(=O)N/N=C/c2ccccc2O)cc1	0.6	-10.8	-0.1	2.0
Cc1cc(-c2ccccc2)c(C#N)c(SCC(=O)Nc2nccs2)n1	-0.2	13.4	0.6	0.8
CCOC(=O)C1=C(c2ccccc2)Nc2ncnn2C1c1cccc(O)c1 (configuration not stated)	-0.1	-10.3	0.0	-1.6
O=S(=O)(c1ccc2ccccc2c1)N1CCc2ccccc2C1	-1.6	-0.3	-0.1	-5.4

Compound profiles (already shown). Values in the order: GPR151 ag	MITF inh	FBW7 act	TEAD-YAP block
Profile of CC(=O)c1ccc(NC(=O)CCCc2ccccc2)cc1 : -0.8	9.9	0.1	-44.7
Profile of O=C1NC(=O)C(N2CCN(c3cccc(C(F)(F)F)c3)CC2)S1 (configuration not stated) : -0.1	-0.9	0.0	4.5
Profile of COc1ccc(CCNC(=O)c2cccs2)cc1OC : 0.3	-6.7	-0.1	-1.0

Back to the main list, starting six compounds before the break.
SMILES	GPR151 ag	MITF inh	FBW7 act	TEAD-YAP block
Cc1cccn2c(=O)c3cc(C(=O)NCCN(C)C)sc3nc12	-0.8	-3.6	-0.1	-7.3
COc1cccc(CN2CCN(C3CCC(C)CC3)CC2)c1OC (configuration not stated)	-0.9	70.1*	-0.3	-12.3
Cc1ccc(S(=O)(=O)N/N=C/c2ccccc2O)cc1	0.6	-10.8	-0.1	2.0
Cc1cc(-c2ccccc2)c(C#N)c(SCC(=O)Nc2nccs2)n1	-0.2	13.4	0.6	0.8
CCOC(=O)C1=C(c2ccccc2)Nc2ncnn2C1c1cccc(O)c1 (configuration not stated)	-0.1	-10.3	0.0	-1.6
O=S(=O)(c1ccc2ccccc2c1)N1CCc2ccccc2C1	-1.6	-0.3	-0.1	-5.4
COC(=O)[C@@H]1CCCN1C(=O)CCc1nnc(-c2cc(C)oc2C)o1	-1.0	-6.6	0.5	1.4
CN(C(=O)c1cccc(N)c1)c1ccccc1	0.3	-1.9	0.6	1.9
CCCNC(=O)c1csc(Nc2cccc(N(C)C)c2)n1	3.4	-0.4	0.4	-6.0
CC(=O)C1=C(C)NC2(O)c3ccccc3C(=O)C12O (configuration not stated)	-0.9	8.4	-0.5	3.6
COc1ccc(S(=O)(=O)Oc2cccc(C=O)c2)cc1	0.7	11.6	0.1	-9.7
CC(=O)c1ccc(NC(=O)CSc2nc(-c3ccccc3)cc(=O)[nH]2)cc1	-1.2	-8.6	0.0	-1.5
CCN1C(=O)c2cccc3c(NC(=O)c4ccc(S(=O)(=O)N5CCCCC5)cc4)ccc1c23	-0.7	1.4	0.0	11.5
Cc1cccc(-c2nnc(-c3ccc(N)cc3)o2)c1	-1.8	-1.8	0.0	-24.2
CCCNC(=O)c1ccc(-c2ccc(C(=O)NC3CC3)cc2)s1	-10.7	-6.2	0.0	-1.9
Cc1cc(C(=O)Nc2cc(C)on2)on1	-0.6	17.1	1.4	0.4
CC(Oc1ccc(Br)cc1)C(=O)N/N=C/c1ccccc1[N+](=O)[O-] (configuration not stated)	-0.3	-6.8	0.0	0.6
CC(C)n1c(NCCc2ccccc2)nc2c1c(=O)n(C)c(=O)n2C	1.1	-4.5	-0.2	24.4
CC(=O)Nc1ccc(Oc2ccc(Cl)cc2)cc1	1.0	-1.6	0.4	-1.7
CC(=O)Nc1ccc(C(=O)Nc2ccc(Br)cc2C)cc1	-1.3	-4.3	0.0	-14.1
O=C(CSc1nc2ccccc2c(=O)n1CC1CCC(C(=O)NCc2ccccc2)CC1)NCC1CCCO1 (configuration not stated)	1.5	-4.5	0.0	0.6
CCc1nc2ccccc2n1CC(=O)N1CCN(Cc2ccccc2)CC1	-0.3	5.5	0.2	-15.6
Cc1cc2nc(-c3cccc(F)c3)c(-c3cccc(F)c3)nc2cc1C	1.7	11.9	0.1	-1.1
Cc1cc(=O)[nH]c(SCC(=O)O)c1C#N	0.0	11.2	0.3	4.4
CC12c3ccccc3C(c3ccccc31)C1C(=O)NN(c3ccccc3)C(=O)C12 (configuration not stated)	0.2	14.2	-0.2	-3.7
COc1cc(OC)c(OC)cc1CN1CCN(Cc2ccc3c(c2)OCO3)CC1	-1.4	49.8	-0.1	4.8
CC(C)CNC(=O)COc1ccccc1	-0.9	-2.8	0.3	6.3
COc1ccc(/C=C2\N=C(c3ccc(F)cc3)OC2=O)cc1OC(C)=O	1.4	-8.8	0.0	-1.4
CCCS(=O)(=O)c1ncc(Cl)c(C(=O)Nc2cccc(Cl)c2)n1	-1.8	7.7	0.0	-24.7
COc1ccc(C)cc1NC(=O)c1cc(S(=O)(=O)N2CCCCCC2)ccc1F	2.2	2.5	0.0	1.4
CC(=O)NCCNC(=O)c1ccc(C(F)(F)F)cc1	-1.9	-9.5	-0.1	-2.0

Remaining list, next part
SMILES	GPR151 ag	MITF inh	FBW7 act	TEAD-YAP block
O=C(Cc1ccccc1)NCCn1ncc2c(N3CCN(c4ccc(F)cc4)CC3)ncnc21	1.1	0.1	-0.1	12.1
CC(=O)Nc1ccc2c(C)c(C(=O)c3ccc(C)cc3)oc2c1	-1.6	23.5	0.1	-17.5
Cc1cccc(NC(=O)CNC(=O)OCc2ccccc2)c1	-0.5	2.4	0.1	-0.2
O=C1c2ccccc2NC2(CCCCC2)N1O	4.5	-3.6	-0.1	-7.7
O=C(CCC1CCCCC1)Nc1c2c(nn1-c1ccc([N+](=O)[O-])cc1)CSC2	2.2	18.1	0.5	-7.6
Cc1nc(N2CCN(C(=O)c3ccco3)CC2)c2c3c(sc2n1)CC(C(C)(C)C)CC3 (configuration not stated)	0.3	3.2	-0.1	5.4
CC1=C(C(=O)OCc2ccccc2)C(c2ccccc2I)C2=C(CC(C)(C)CC2=O)N1 (configuration not stated)	1.1	-0.9	0.1	0.3
CC1CCCCC1NC(=O)Cn1c2ccccc2c(=O)c2ccccc21 (configuration not stated)	0.0	-6.5	0.0	0.0
CCc1cc2c(cc3c(=O)n(CC(=O)NCc4cccnc4)ncn32)s1	3.0	10.4	0.2	0.3
N#Cc1cnn(-c2ccccc2)c1N	0.0	3.2	0.0	-7.1
N/C(=N\OC(=O)c1ccc([N+](=O)[O-])cc1Cl)c1cccc([N+](=O)[O-])c1	0.0	1.8	0.7	0.8
O=C1CCCN1CCCNc1cc(NCCO)ncn1	-2.2	3.0	-0.1	10.3
CCOCCCNC(=S)Nc1ccc2nc(N3CCCC3)cc(C)c2c1	0.8	7.3	-0.3	6.6
CCOC(=O)C1CCN(C2CC(=O)N(c3cccc(Cl)c3)C2=O)CC1 (configuration not stated)	-0.5	10.2	0.0	2.5
Nc1cccc(-c2nc(NCCN3CCOCC3)c3ncn(-c4ccsc4)c3n2)c1	0.3	5.4	0.0	53.4*
CCOC(=O)/C(=N/Nc1cc(Cl)ccc1Cl)N(C)C	-0.9	21.3	0.4	-0.8
CCOc1ccc(NC(=O)C2=C(C)NC(=O)NC2c2ccc(C)cc2)cc1 (configuration not stated)	-0.8	-17.1	0.1	33.2*
CCC(C)NC(=O)C1CCCN(S(=O)(=O)c2ccc3c(c2)oc(=O)n3C)C1 (configuration not stated)	0.1	3.3	0.0	-2.5
COc1ccc(Cn2c(CCC(=O)Nc3nc(C)cs3)nc3cccnc32)cc1	0.0	-1.5	1.0	-6.1
CCSc1nc2c(c(=O)n(C)c(=O)n2C)n1Cc1ccccc1F	-1.0	0.9	-0.2	-8.3
COc1ccccc1CN1CCc2nnc(CCNC(=O)C3CCCCC3)n2CC1	2.3	10.9	0.0	5.3
COCCNC(=S)N/N=C/c1ccccc1C(=O)O	2.0	3.9	0.0	-1.4
COc1cccc(CN(C(=O)Nc2ccc(-c3cn[nH]c3)cc2Cl)C2CC2)c1	0.4	9.2	0.0	-18.3
O=C(/C=C/c1ccccc1[N+](=O)[O-])NCC1CCCO1 (configuration not stated)	-1.8	12.3	0.3	-11.9
COc1cccc(C(=O)Nc2c3c(nn2-c2cccc(C)c2C)CSC3)c1OC	1.9	-6.0	-0.2	1.0

The list goes on.
SMILES	GPR151 ag	MITF inh	FBW7 act	TEAD-YAP block
CNC(=O)CC(NC(=O)OCc1ccccc1)C(=O)NC (configuration not stated)	0.2	6.4	0.0	10.5
COc1cc(-c2cnc3ccc(NCc4ccc5c(c4)OCO5)nn23)ccc1O	0.1	-11.8	0.1	22.1
O=C(NCCCc1ccncc1)C1CC12CCN(C(=O)Cc1ccc(F)cc1Cl)CC2 (configuration not stated)	0.9	-2.6	0.0	4.8
COC(=O)c1cc(S(=O)(=O)Nc2ccc(C)c(F)c2)cn1C	0.1	4.2	0.0	-0.2
c1ccc(Nc2cc(Oc3ccnc(Nc4ccccc4)c3)ccn2)cc1	-0.4	-0.1	-0.2	-10.8
CCOC(=O)c1c(C)[nH]c(C(=O)COC(=O)CCc2ccc(OC)cc2)c1C	0.7	2.6	0.1	-10.8
CC1(c2ccc(Br)cc2)CC(C)(C)N(C(=O)CSc2nc3ccccc3s2)c2ccccc21 (configuration not stated)	0.9	17.9	0.2	0.1
NC(=O)CN(Cc1ccc(Cl)c(Cl)c1)S(=O)(=O)c1ccc(Cl)cc1	-0.6	2.5	0.0	-5.3
CCc1ccc(C(c2ccc(CC)o2)c2cc3c(cc2[N+](=O)[O-])OCO3)o1	-1.4	5.2	-0.2	2.9
Cc1nnc(C)n1/N=C/c1cn(-c2ccccc2)nc1-c1cccnc1	0.2	15.3	0.6	-10.3
CCCCc1ccc(-c2nc3ccccc3c(=O)n2NCc2cc(OC)ccc2O)cc1	0.0	-3.2	0.0	22.8
CCOc1ccc(-n2nc(C(=O)NCCCN(CC)CC)c3ccccc3c2=O)cc1	-0.1	9.5	-0.1	7.6
N#CC1=C(N)Oc2cc(N)ccc2C1c1ccncc1 (configuration not stated)	-1.7	11.6	0.5	12.1
Cc1cc(C)nc(N/N=C(/c2cccc([N+](=O)[O-])c2)c2nccn2C)n1	-0.8	40.0	-0.4	6.0
COc1ccc(C(=O)Nc2ccccc2C(=O)N2CCOCC2)cc1	-0.5	-11.9	0.0	-0.4
CCCC1=NN2C(=N)/C(=C/c3ccc(-c4cc(Cl)cc(Cl)c4)o3)C(=O)N=C2S1	0.9	5.2	-0.1	8.4
COc1ccc(OCCOc2ccc(Br)cc2)c(C=O)c1	0.0	16.1	0.0	-19.0
COCCN(C(=O)COc1ccccc1)c1nnc(-c2cccnc2)s1	1.1	10.9	0.3	-5.8
CCCCCCCCNC(C)C(O)c1ccc(SC(C)C)cc1 (configuration not stated)	-0.5&0.9	7.1&-12.7	-0.1&-0.1	16.9
COc1cccc(CNC(=O)C2CCN(C(=O)N3CC(C)Oc4ccccc43)CC2)c1 (configuration not stated)	2.8	-28.2	0.5	-7.9
